Source: PubChem BioAssay (National Center for Advancing Translational Sciences (NCATS))
ERK EGF block – qHTS Assay for Inhibitors of the ERK Signaling Pathway using a Homogeneous Screening Assay; Stimulation with EGF; AID 1454, 2008; Potency, µM (series often up to 11.5 µM), inactives show at the highest dose activity change, negative = inhibition, most hits filed as inhibitors; 0.41% of 130,000 active; HEK293-V1b, EGF-stimulated phospho-ERK AlphaScreen; active = well fitted inhibition curve with a large enough effect; inconclusive = small, poorly fitted or top-dose-only effect, or effect the other way;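 note: plate controls were stimulated vehicle wells for no effect and unstimulated vehicle basal for full effect; nearly all actives have a fitted effect of over 55% in size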
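V1b-HEK293, 1% FBS o/n; cpd 30 min 37C; EGF 25 nM final, 5 min; lyse 10 min; AlphaScreen beads 5 h RT. Normalized DMSO basal vs EGF max; Hill AC50.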
An asterisk follows results filed as active; ? = inconclusive; [ ] = remark or other dose. Potency is the fitted concentration of half-maximal effect. Not all compounds are listed; count on the stated rates, not on these rows.

molecule,ERK EGF block
O=C(CN1C(=O)NC2NC(=O)NC21)N/N=C/c1ccccc1F (configuration not stated),3%
Cc1ccc(N(Cc2ccco2)C(=O)c2ccc(N3CCCCC3)c([N+](=O)[O-])c2)cc1,?
O=C(NCc1ccccc1)c1ccc(CS(=O)(=O)Cc2ccccc2F)o1,-5%
COc1ccc(S(=O)(=O)/N=C2/NC(=O)/C(=C/c3ccco3)S2)cc1,-4%
O=c1c(-c2cccc(F)c2)nc2cncnc2n1Cc1ccccc1,?
CCc1nnc(NC(=O)CN2C(=O)CCC2=O)s1,4%
Cc1ccc(SCC(=O)NCCCc2ccccc2)cc1,-3%
O=C(NNC(=O)C(Cl)Cl)c1cnn(-c2ccccc2)c1C(F)(F)F,7%[57.5 µM]
Cc1ccc(OCC(=O)N/N=C\c2cn(Cc3ccccc3)c3ccccc23)cc1C,7%
COc1ccccc1C(=O)Nc1ccc(Oc2nnc(-c3ccc(C)cc3)c3ccccc23)cc1,0%
COc1ccc(-c2csc(-c3cc4ccccc4oc3=N)n2)cc1,?
CCC(Sc1nc2ccccc2o1)C(=O)O (configuration not stated),-5%
O=C(OCCN1CCCC1=O)c1cc(F)c(F)c(F)c1F,-6%
Cc1ccc(C)c(NC(=S)N(CCN(C)C)C(C)c2ccccn2)c1 (configuration not stated),2%
Cc1ccc(S(=O)(=O)N(C)C)cc1NC(=O)CN1C(=O)NC2(CCCc3ccccc32)C1=O (configuration not stated),9%
Cc1ccccc1NC(=O)c1ccc(Cl)c(NC(=O)c2cccnc2)c1,1%
CCOc1cc(/C=N/NC(=O)C(N)=O)cc(Br)c1O,-4%
COc1ncc2ncc(=O)n(CCC#N)c2n1,15%
COc1ccc(C2/C=C\CN(C(=O)Oc3ccc(C(F)(F)F)cc3)CC(=O)N2Cc2ccc(F)cc2)cc1 (configuration not stated),-11%[57.5 µM]
COc1ccc(Cc2noc(CN(C)Cc3ccc(-n4cccn4)cc3)n2)cc1OC,-3%
CCc1cc2c(=O)[nH]c(CC(N)=O)nc2s1,-17%
Cc1nn(C(=O)CCCn2cc([N+](=O)[O-])cn2)c(C)c1Cl,-7%
O=C(NC1CCCCCC1)c1cccnc1Sc1ccc(Cl)cc1,1%
O=S(=O)(Cc1ccccc1Cl)c1ncn[nH]1,1%[57.5 µM]
O=C1N=C(N2CCOCC2)S/C1=C\c1ccncc1,-8%[57.5 µM]
CN(C)CCNc1oc(/C=C/c2ccccc2)nc1C#N,-5%
Cc1cc(C(=O)COC(=O)c2cc(O)c3ccccc3c2O)c(C)n1CC1CCCO1 (configuration not stated),-3%
O=C(O)CCCC/C=C\C[C@@H](O)/C=C/C=C/C=C\[C@@H](O)CCCC(=O)O,3%
O=C(CCCC(=O)N/N=C\c1ccccn1)N/N=C\c1ccccn1,-4%
COc1nccnc1NS(=O)(=O)c1ccc(NC(=S)NC(=O)c2ccc(F)c(F)c2)cc1,-5%

A second format for four compounds above.
CCc1nnc(NC(=O)CN2C(=O)CCC2=O)s1
  ERK EGF block = 4%

Cc1ccc(SCC(=O)NCCCc2ccccc2)cc1
  ERK EGF block = -3%

O=C(NNC(=O)C(Cl)Cl)c1cnn(-c2ccccc2)c1C(F)(F)F
  ERK EGF block = 7%[57.5 µM]

Cc1ccc(OCC(=O)N/N=C\c2cn(Cc3ccccc3)c3ccccc23)cc1C
  ERK EGF block = 7%

Next section
molecule,ERK EGF block
COc1ccc(/C(C)=N\NS(=O)(=O)c2ccccc2)cc1OC,-6%
CN(C(=O)COC(=O)c1ccc(Cl)nc1)C1CCS(=O)(=O)C1 (configuration not stated),1%
O=C(Nc1ccccc1)c1ccccc1Oc1ccc(C(F)(F)F)cc1[N+](=O)[O-],0%
Cc1cc(C)cc(NC(=O)N2CCCN(c3ncccc3[N+](=O)[O-])CC2)c1,-9%[57.5 µM]
CCOc1ccc(C(=O)c2ccccc2C(=O)O)cc1OCC,9%
CCOC(=O)c1ccc(NC(=O)CN2CCN(CCN=CC3=C(O)CC(C)(C)CC3=O)CC2)cc1,4%
CN1CCNC(=O)C1CC(=O)N1CC=C(c2ccc(F)cc2)CC1 (configuration not stated),?
Cc1cc(C(F)(F)F)cc(NNC(=O)NC(=O)c2ccccc2Cl)n1,-5%[57.5 µM]
O=C1c2ccccc2C(=O)c2c([N+](=O)[O-])ccc(O)c21,-14%[57.5 µM]
O=C(O)CCC(=O)NCc1c(Cl)cccc1Sc1ccc(Cl)cc1,-10%[57.5 µM]
Nc1cc[n+](CC(=O)Nc2ccccc2)cc1,0%
C=CCn1c(CNC(=O)c2ccco2)nnc1SCC(=O)Nc1cccc(F)c1,-29%
Cc1ccc(C)c(OCC(=O)Nc2c[nH]c(=O)[nH]c2=O)c1,-2%
O=[N+]([O-])c1ccccc1N/N=C1\CCc2ccccc21,?
O=C(N/N=C/c1cn(-c2cccs2)nc1-c1ccccc1)c1ccccc1O,12%
CC(C)C(=O)Nc1nnc(COc2ccc(Cl)cc2)s1,-17%[57.5 µM]
CN(c1ccccc1)S(=O)(=O)c1ccc(Cl)c(C(=O)Nc2ccc(-c3nc4ccccc4[nH]3)cc2)c1,?
Cc1ccc(S(=O)(=O)/N=C2\SC(CC(=O)Nc3ccc(F)cc3)C(=O)N2c2ccccc2)cc1 (configuration not stated),9%
CN(C)/C=C/C(=O)c1cc(F)cc(C(F)(F)F)c1,1%
O=C(NC1CCCCCC1)c1ccc2nc3cc(Cl)ccc3c(=O)n2c1,-1%
CCC/C=C(\CCC)C(NC(=O)c1ccc(C(=O)OC)cc1)c1ccc(C(=O)OC)cc1 (configuration not stated),-1%
COc1ccccc1C(=O)OCC(=O)NC(=O)NCc1ccccc1,-14%
COc1ccc(CCNC(=O)CSc2cn(Cc3cccc(C)c3)c3ccccc23)cc1OC,-9%
COc1ccc(-c2cn3cc([N+](=O)[O-])ccc3n2)cc1OC,1%
Cc1cc([N+](=O)[O-])nn1CCCC(=O)NC(C)c1ccccc1 (configuration not stated),22%
Cc1oncc1-c1csc(-c2ccccc2)n1,-14%
COC(=O)c1ccc(C(=O)OC)c(=O)[nH]1,-15%[57.5 µM]
CCOC(=O)CCc1c(C(=O)OCC)[nH]c(CC)c1C(=O)OCc1ccccc1,6%[57.5 µM]
O=C(O)c1ccc(CSc2nnc(-c3cccnc3)n2-c2ccc(Br)cc2)cc1,-7%
CC(=O)O/C(=C\c1cn(C(C)=O)c2ccccc12)C(=O)O,-6%[57.5 µM]
CC(C)CC1NC(=O)N(CC(=O)N2CCCc3ccccc32)C1=O (configuration not stated),2%
Cc1nn(C)cc1CNC(=O)C1(C)CC1(Cl)Cl (configuration not stated),12%
CCOC(=O)C(=O)NCc1ccc(/C=C2/N=C(C)C(C(=O)OCC)=C2O)o1,0%
CC(=O)N1CCC(=NNc2ccc(S(=O)(=O)N3CCOCC3)cc2[N+](=O)[O-])CC1,-5%
O=C(Nc1ccccc1Br)C1CCN(C(=O)Cc2ccccc2)CC1,4%
COc1ccc2c(c1)-c1c(sn(-c3ccccc3)c1=S)C(C)(C)N2,11%
O=C(c1ccc(OC2CCN(C(=O)C3CC3)CC2)cc1)N(CCO)Cc1ccccc1,-4%[57.5 µM]
O=C(CSc1nnc(-c2ccc(Br)cc2)n1CCc1ccccc1)NC1CCS(=O)(=O)C1 (configuration not stated),2%
Cc1ccc(N/C=C2/Sc3ccccc3NC2=O)cc1,-4%
Cc1cccc2cc(CN(CCN3CCOCC3)C(=O)Nc3ccccc3F)c(=O)[nH]c12,5%
COc1ccc(/C=N/n2c(C)nc3c([nH]c4ccccc43)c2=O)cc1CN1CCCC(C)(C)C1,2%[57.5 µM]
COc1ccc(C2CC(c3cccs3)=NN2c2ccc(F)cc2)cc1OC (configuration not stated),?
CNC(=O)NC(=O)COC(=O)CCCSc1nc2ccccc2s1,3%
CN(C)C(=O)c1ccc(-c2n[nH]c(=O)c3ccccc23)cc1,-13%
CC(=O)C(Cc1ccccc1)NC(=O)CN1CCN(Cc2ccccc2)CC1 (configuration not stated),-15%
CN1CCCN(Cc2nc(-c3ccc(Cl)cc3)no2)CC1,-3%
Cc1nc2ccccn2c1C(=O)CSc1cccc(Cl)c1,?
Cc1cc(C#N)c(C)c(SCc2[nH]nc3c2C(c2ccccc2)C(C#N)=C(N)O3)n1 (configuration not stated),7%
Cc1cccc(C)c1NCc1n[nH]c(=S)n1-c1ccccc1,4%
COc1ccccc1C(=O)NNC(=S)NC(=O)c1cc(OC)c(OC)c(OC)c1,-6%
O=C(COC(=O)c1ccc(O)cc1)NCc1ccc2c(c1)OCO2,-8%
CCOC(=O)c1sc(NC(=O)CN2C(=O)NC3(CC(C)CC(C)(C)C3)C2=O)c(C(=O)OCC)c1C (configuration not stated),-15%
CCN(CC)S(=O)(=O)c1ccc(N2CCOCC2)c(NC(=O)CC23CC4CC(CC(Br)(C4)C2)C3)c1,6%
Cc1ccc(C(=O)N/C(=C\c2ccc(-c3ccc(Br)cc3)o2)C(=O)NC2CCS(=O)(=O)C2)cc1 (configuration not stated),7%
Cc1[nH]c2ccc(F)cc2c1CCN(Cc1ccncc1)C(=S)Nc1ccc(F)cc1,6%
CCCc1[nH]n(-c2ccc(F)cc2)c(=O)c1C=Nc1ccc(C)cc1,-3%
N/C(=N\OC(=O)c1cc(-c2ccccc2)nc2ccccc12)c1ccccn1,6%
Cc1nc(C)n(CC(=O)c2ccc(Cl)cc2Cl)n1,6%[57.5 µM]
O=C(CN1C(=O)C2CC=CCC2C1=O)Nc1ccc(S(=O)(=O)Nc2ncccn2)cc1 (configuration not stated),-3%[57.5 µM]
COC(=O)C1CCN(S(C)(=O)=O)CC1,3%

(more compounds)
SMILES	ERK EGF block
COCCNc1ncnc2c1cnn2-c1ccc(Cl)cc1	?
NC(N)=Nc1nc2ccc(Br)cc2c(=O)[nH]1	-1%
OC1(c2cccs2)CN(c2ccc(Br)cc2)C2=[N+]1CCCS2 (configuration not stated)	-9%[57.5 µM]
O=C(O)c1cc(/C=C/c2ccc(N3CCOCC3)cc2)nc2ccccc12	-3%
NC(=O)c1cc2ccc(O)cc2oc1=NCc1ccccc1	-9%
CCC1=Nc2cc(C(=O)NCc3ccco3)ccc2Sc2ccc(Cl)cc21	-2%
Nc1nc(-c2ccccn2)nc(N)c1Cc1ccc(Cl)cc1Cl	-4%
O=C(Cc1ccccc1)Nn1c(O)c(/C=C2\C=Nc3ccccc32)sc1=S	6%
COc1ccc2c(CC(=O)NCCN3C(=O)S/C(=C\c4cccnc4)C3=O)coc2c1	-15%
Cc1nc(-c2noc(-c3ccccc3Cl)n2)c(C(F)(F)F)o1	7%[57.5 µM]
C=CCNC(=O)N1CCC(CO)(Cc2ccc(Cl)cc2)CC1	-13%
O=C(Cc1ccc(Br)cc1)Nc1cccc(Cl)c1	8%
CC(=O)NS(=O)(=O)c1ccc(NC(=O)/C=C/c2ccco2)cc1	-1%
CC(=O)Nc1cn(-c2ccccc2)nc1-c1ccccc1	-4%
O=C1OC(=O)C2C1[C@@H]1CC[C@H]2O1 (some centres not stated)	-3%[57.5 µM]
COc1ccc(-c2nnc3ccc(SCC(=O)Nc4cc(C)on4)nn23)cc1	3%
O=C(O)CCc1ccc(-c2cccs2)n1CCc1ccccc1	-24%
O=C(NC(Nc1nc2ccc([N+](=O)[O-])cc2s1)(C(F)(F)F)C(F)(F)F)c1ccccc1Cl	-4%
Cc1cc(C)nc(N/N=C/c2ccccc2OCc2ccccc2)n1	1%
Cn1cc(CNCc2cnc3ccccn23)c(-c2ccc(Oc3ccccc3)cc2)n1	-5%
Cc1ccc(NC(=O)C(C)N=C2NS(=O)(=O)c3ccccc32)cc1 (configuration not stated)	9%
O=C1/C(=C/c2ccc(F)cc2)Oc2cc(OC(=O)N3CCOCC3)ccc21	-4%[57.5 µM]
CN(CC(=O)Nc1ccc(F)cc1)C(=O)COc1ccc([N+](=O)[O-])cc1Cl	3%
Cn1ccnc1C1CCCCN1Cc1nc(-c2ccc3c(c2)OCO3)no1 (configuration not stated)	-3%
CCC1=C(OC(=O)N(CC)CC)N2C(=O)OC(=NCC(=O)OC)[C@]2(Cc2ccccc2)[C@H]2C1=CC[C@H]1C(=O)NC(=O)[C@H]12	-7%
C/C(CC(=O)Nc1ccc(Cl)cc1Cl)=N\NC(=O)C(=O)NCCO	2%
CCn1c(C)nc2cc(C(=O)NNC(=O)Nc3ccc(Cl)c(Cl)c3)ccc21	-17%
COc1ccc(CCNC(=S)NCCc2c[nH]c3ccccc23)cc1	-2%
Cc1cc(CNC(=O)COc2cc(F)ccc2[N+](=O)[O-])c2ccccc2n1	?
O=C(Nc1cccc(NC(=O)C2CC2)n1)C1CC1	-5%
CCCCC(=O)NC(=S)NNC(=O)c1ccc(Cl)cc1Cl	-2%
Cc1cccc(NC(=S)N2CCCCC2)c1	4%
Cc1nc2ccccc2n1CC(O)Cn1c2ccccc2c2ccccc21 (configuration not stated)	-12%[57.5 µM]

Two compounds picked at random from those above, as already listed:
SMILES	ERK EGF block
Cc1cc(CNC(=O)COc2cc(F)ccc2[N+](=O)[O-])c2ccccc2n1	?
Cc1cccc(NC(=S)N2CCCCC2)c1	4%
